Bioassay records (PubChem)
Pf apPOL block = Pf-apPOL inhibitors, biochemical, fluorescence; Plasmodium falciparum apicoplast DNA polymerase (apPOL); Recombinant Pf-apPOL, molecular beacon fluorescence, 1.5 h; inhibition, % at 10 µM; actives 0.25% (n = 210,000)
mHTT-CaM PPI inh = mutant huntingtin-calmodulin interaction inhibitors – biochemical, AlphaScreen, primary screen; P42858; inhibition, % at 15 µM; AID 1671202, 2021; actives 3.6% (n = 190,000); AlphaScreen His-mHTT/GST-CaM binding, luminescence;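 note: 0% = both proteins with DMSO and 100% = one protein alone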
Target sequence (P42858 whole entry, looked up, stated change not applied): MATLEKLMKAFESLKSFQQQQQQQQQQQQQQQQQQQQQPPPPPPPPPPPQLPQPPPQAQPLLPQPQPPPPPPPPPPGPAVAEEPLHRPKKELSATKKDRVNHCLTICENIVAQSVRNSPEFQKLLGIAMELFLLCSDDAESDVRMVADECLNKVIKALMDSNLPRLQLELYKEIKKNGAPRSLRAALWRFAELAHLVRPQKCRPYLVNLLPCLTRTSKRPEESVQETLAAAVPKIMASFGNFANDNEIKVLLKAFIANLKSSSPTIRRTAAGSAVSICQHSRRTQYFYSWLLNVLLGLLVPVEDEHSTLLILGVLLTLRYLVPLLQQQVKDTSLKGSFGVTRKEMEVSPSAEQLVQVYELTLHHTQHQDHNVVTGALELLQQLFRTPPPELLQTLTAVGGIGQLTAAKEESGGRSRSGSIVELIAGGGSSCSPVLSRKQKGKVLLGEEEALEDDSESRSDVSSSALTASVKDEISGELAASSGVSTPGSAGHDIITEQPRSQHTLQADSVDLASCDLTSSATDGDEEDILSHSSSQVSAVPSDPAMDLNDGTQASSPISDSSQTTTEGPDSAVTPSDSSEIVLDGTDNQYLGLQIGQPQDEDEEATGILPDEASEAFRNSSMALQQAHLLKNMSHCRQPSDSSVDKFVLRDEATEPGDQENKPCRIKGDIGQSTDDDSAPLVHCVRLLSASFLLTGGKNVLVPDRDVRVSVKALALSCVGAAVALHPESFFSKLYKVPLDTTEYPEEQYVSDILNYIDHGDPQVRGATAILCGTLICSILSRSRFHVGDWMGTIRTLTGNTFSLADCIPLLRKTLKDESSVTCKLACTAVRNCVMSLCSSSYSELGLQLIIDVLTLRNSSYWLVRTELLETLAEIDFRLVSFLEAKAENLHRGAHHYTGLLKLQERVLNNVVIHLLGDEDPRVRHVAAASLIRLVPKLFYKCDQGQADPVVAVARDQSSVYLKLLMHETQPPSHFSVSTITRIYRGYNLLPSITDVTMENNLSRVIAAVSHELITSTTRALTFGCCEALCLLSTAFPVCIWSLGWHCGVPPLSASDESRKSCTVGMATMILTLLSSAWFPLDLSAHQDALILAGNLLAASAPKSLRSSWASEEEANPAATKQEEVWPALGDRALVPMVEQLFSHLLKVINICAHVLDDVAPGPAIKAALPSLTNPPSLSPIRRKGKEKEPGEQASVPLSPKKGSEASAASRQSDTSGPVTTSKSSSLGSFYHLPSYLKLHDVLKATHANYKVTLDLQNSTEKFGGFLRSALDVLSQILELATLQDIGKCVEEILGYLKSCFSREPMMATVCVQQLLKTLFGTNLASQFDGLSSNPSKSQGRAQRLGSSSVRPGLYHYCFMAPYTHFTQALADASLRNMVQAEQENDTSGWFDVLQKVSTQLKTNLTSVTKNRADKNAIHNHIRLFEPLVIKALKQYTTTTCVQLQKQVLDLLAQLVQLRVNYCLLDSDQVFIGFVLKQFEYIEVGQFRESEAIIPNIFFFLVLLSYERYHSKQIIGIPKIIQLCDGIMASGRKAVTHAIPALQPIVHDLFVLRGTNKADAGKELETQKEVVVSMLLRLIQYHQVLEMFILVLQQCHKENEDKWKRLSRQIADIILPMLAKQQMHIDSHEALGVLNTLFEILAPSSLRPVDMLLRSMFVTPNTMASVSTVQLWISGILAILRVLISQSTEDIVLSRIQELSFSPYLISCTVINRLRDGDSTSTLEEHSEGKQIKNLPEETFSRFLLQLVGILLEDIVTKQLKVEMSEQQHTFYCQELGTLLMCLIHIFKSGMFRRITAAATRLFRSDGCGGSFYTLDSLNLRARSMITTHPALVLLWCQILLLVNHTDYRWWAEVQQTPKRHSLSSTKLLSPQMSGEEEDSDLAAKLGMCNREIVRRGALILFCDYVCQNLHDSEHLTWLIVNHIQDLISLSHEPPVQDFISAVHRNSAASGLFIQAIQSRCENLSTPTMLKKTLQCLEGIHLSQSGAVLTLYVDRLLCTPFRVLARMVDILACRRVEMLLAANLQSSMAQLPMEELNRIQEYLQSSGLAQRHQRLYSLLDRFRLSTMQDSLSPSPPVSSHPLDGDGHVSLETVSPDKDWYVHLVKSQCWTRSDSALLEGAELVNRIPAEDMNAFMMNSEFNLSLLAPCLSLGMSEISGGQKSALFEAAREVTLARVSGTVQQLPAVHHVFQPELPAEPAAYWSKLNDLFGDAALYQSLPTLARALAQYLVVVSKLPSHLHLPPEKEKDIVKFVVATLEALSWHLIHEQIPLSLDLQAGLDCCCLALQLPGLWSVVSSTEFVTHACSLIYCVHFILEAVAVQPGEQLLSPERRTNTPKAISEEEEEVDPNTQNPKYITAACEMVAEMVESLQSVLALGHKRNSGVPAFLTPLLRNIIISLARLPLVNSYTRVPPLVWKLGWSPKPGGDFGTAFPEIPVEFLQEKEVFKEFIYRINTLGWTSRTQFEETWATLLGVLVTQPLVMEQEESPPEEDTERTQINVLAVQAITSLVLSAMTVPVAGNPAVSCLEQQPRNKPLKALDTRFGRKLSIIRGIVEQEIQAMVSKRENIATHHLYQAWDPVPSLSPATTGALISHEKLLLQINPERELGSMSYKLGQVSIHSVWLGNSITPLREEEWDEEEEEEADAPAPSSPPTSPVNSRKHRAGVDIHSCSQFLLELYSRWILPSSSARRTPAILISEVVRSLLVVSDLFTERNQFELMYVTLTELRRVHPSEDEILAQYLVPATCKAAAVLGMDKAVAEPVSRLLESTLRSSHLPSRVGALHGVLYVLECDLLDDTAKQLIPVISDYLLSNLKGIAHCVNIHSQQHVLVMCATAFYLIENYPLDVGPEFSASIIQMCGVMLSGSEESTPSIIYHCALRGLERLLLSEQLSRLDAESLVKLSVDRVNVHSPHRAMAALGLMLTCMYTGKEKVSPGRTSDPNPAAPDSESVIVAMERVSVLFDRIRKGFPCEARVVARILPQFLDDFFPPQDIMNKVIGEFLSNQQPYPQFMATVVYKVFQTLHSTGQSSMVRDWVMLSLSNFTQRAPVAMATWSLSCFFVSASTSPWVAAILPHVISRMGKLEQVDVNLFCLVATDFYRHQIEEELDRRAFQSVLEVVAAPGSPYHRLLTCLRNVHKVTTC
An asterisk follows results filed as active; i = inactive; x = no result given; & = joins results of further samples. Cut-off read from the data, not from the text of the source: active = inhibition above about 50%; inactive = the rest.

No. | SMILES | Pf apPOL block | mHTT-CaM PPI inh
1 | O=C(NCc1ccc2c(c1)OCO2)c1sc2ccccc2c1Cl | -1&-5 | -1&-4
2 | CCOc1ccc2ccccc2c1C(=O)N1CCN(CCn2cccn2)CC1 | -10 | -4
3 | CC(C)Sc1nc2ccccc2c(=O)[nH]1 | -1 | -4
4 | C=CCSc1nnc(Cn2c(=O)sc3ccccc32)n1-c1ccccc1 | -4 | 4
5 | COc1[nH]c2ccccc2c1C=NO | -5 | 0
6 | CC(C)c1ccc(C2SCC(=O)N2c2ccc(O)cc2)cc1 (centres undefined) | 4 | 4
7 | Clc1ccc(-c2ncnn2-c2ccc(Br)nc2)cc1 | 0 | 1
8 | O=c1cc(-c2cc3ccccc3o2)c2cc(O)ccc2o1 | 6 | -2
9 | Cc1ccc(Cl)cc1NC(=O)CSc1ccc(-n2cnc(C(=O)NC3CC3)c2)nn1 | -4 | -9
10 | O=C1CN(C(=O)c2cc3ccccc3oc2=O)C(c2ccc(F)cc2)c2cc(F)ccc2N1 (centres undefined) | -3 | 13
11 | COc1cc(C(=O)Nc2c3c(nn2-c2cccc(C)c2C)CSC3)cc(OC)c1OC | 0 | 3
12 | CCc1nc(-c2ccc(Cl)cc2)no1 | -8 | x
13 | Cc1ccnc(NS(=O)(=O)c2ccc(NC(=O)c3ccc(Cl)cc3[N+](=O)[O-])cc2)n1 | 3 | 11
14 | C=CCn1c(=O)c2cnc(-c3ccc(Cl)cc3)nc2n(CC)c1=O | -1 | -6
15 | CCCCNc1c([N+](=O)[O-])c(=O)oc2ccccc12 | -2 | -2
16 | COc1ccc(/C=C(\C#N)c2nc(-c3ccc(F)cc3)cs2)cc1 | 2 | -21
17 | CCOc1ccc(-c2cc(OC)c3c(C)oc(C)c3c(=O)c2)cc1 | 1 | 50
18 | O=C1CSC(c2c(F)cccc2Cl)N1c1cc(Cl)ccc1O (centres undefined) | 0 | -2
19 | Cc1cc(C)c(C(=O)N2CCC(CC(=O)NCc3ccc4c(c3)OCO4)CC2)[nH]1 | -6 | 7
20 | CC(C)CC1C(=O)N2CCCC2C2(O)OC(NC(=O)C3C=C4c5cccc6[nH]c(Br)c(c56)CC4N(C)C3)(C(C)C)C(=O)N12 (centres undefined) | -2 | x
21 | CCCNc1ncnc2c1c(-c1ccccc1)cn2-c1ccc(Br)cc1 | 0 | 2
22 | COc1cc(-c2c(C#N)c(N)n3c(nc4ccccc43)c2C#N)cc(Br)c1OC | -6 | 29
23 | Cc1ccc(C2CN(S(=O)(=O)c3cccc(Cl)c3)CCN2C)cc1 (centres undefined) | 0 | 1
24 | COC(=O)C1=CN2c3ccccc3SC2(C(=O)OC)C(C(=O)OC)=C1C(=O)OC (centres undefined) | -1 | x
25 | CC1CCN(S(=O)(=O)N2CCC(C(=O)NCc3ccc(F)cc3)CC2)CC1 | -15 | -7
26 | COc1ccc(OC)c(NC(=O)Cn2nc(C(F)(F)F)cc2C)c1 | 16 | 6
27 | Cc1c(C(=O)N2CCc3ccccc32)sc2nc(-c3ccccc3)cn12 | -1 | 5
28 | CCOC(=O)c1c(NC(=O)Cc2ccc(Cl)s2)sc2c1CCN(C(C)=O)C2 | -8 | 9
29 | Cn1c(=O)c2[nH]c(-c3cccc(Br)c3)nc2n(C)c1=O | -3 | 2
30 | CCCCOc1ccc(NC(=O)NCC(C)(O)c2ccc3c(c2)OCO3)cc1 (centres undefined) | -16 | 3
31 | O=[N+]([O-])C(=C1SCCS1)C(=C(Cl)Cl)N1CCCC1 | -5 | 62*
32 | O=C(NCC1(O)CCc2ccccc21)c1ccsc1 (centres undefined) | -4 | -13
33 | COc1cccc(CNC(=O)CC2CCN(C(=O)c3ccc(C)cc3)CC2)c1 | -4 | 10
34 | O=C(Nc1cccc2nsnc12)c1cccs1 | 10 | -29
35 | CCCCS(=O)(=O)N1CCC(c2cnn(-c3cccc(C)c3)c2)CC1 | -2 | -14
36 | CCC(=O)N1CCc2sc(S(=O)(=O)Nc3cc(Cl)ccc3F)cc2C1 | -6 | 9
37 | CC(C)(C)c1ccc(-c2nc(CSc3ccc(Cl)cc3)no2)s1 | 0 | x
38 | Cc1ccc(CS(=O)(=O)N2CCC(CN3CCCC(C)C3)CC2)cc1 (centres undefined) | -2 | 4
39 | O=C(OCc1ccc(C(F)(F)F)cc1)c1cc(Cl)cc(Cl)c1 | -7 | x
40 | COc1cccc(OC)c1C(=O)N1CCCC1c1cc(C)no1 (centres undefined) | -9 | 5
41 | O=c1c2ccccc2nc2n1CCC2O (centres undefined) | -12&0 | -6
42 | CCCc1nnc(NC(=O)CSc2ccc(NC(=O)c3cccs3)nn2)s1 | -2 | -6
43 | O=C(CN1C(=O)CSc2ccc(S(=O)(=O)N3CCCC3)cc21)NCc1cccnc1 | -18 | 5
44 | Cc1noc(C)c1S(=O)(=O)N1CCC(CC(=O)NCCCN2CCOCC2)CC1 | 2 | -11
45 | Cc1nc(NCCNS(C)(=O)=O)cc(N2CCOCC2)n1 | 3 | -4
46 | Fc1ccc(C=Cc2cccc3ccccc23)cc1 | -6 | x
47 | CC(=O)c1ccc(NC(=O)N2CC3CC(NC(=O)c4ccccc4)C2C3)cc1 (centres undefined) | -4 | 4
48 | COCCNC(=O)c1cc2cn(C3CCCC3)cc2s1 | -1 | 18
49 | CCOC(=O)c1cn(C2CN(S(=O)(=O)c3ccc(C)c(C)c3)C2)nn1 | -1 | -10
50 | c1cncc(-c2n[nH]c(C3CCCN(Cc4ccoc4)C3)n2)c1 (centres undefined) | -7 | -5
51 | CCCCOc1ccc(NC(=O)Nc2ccc(N3CCCS3(=O)=O)cc2)cc1 | -6 | -1
52 | O=C(Oc1cc(=O)oc2c1c(=O)n1c3c(cccc23)CC1)c1ccc(F)cc1 | -7 | x
53 | Cc1cccc(-c2noc(COc3ccc(Br)cc3)n2)c1 | -2 | -15
54 | O=C(NCc1cccnc1)c1cc(-c2cccnc2)nc2ccccc12 | -9 | -17
55 | Cc1cc(Cl)ccc1OCC(=O)O/N=C(\N)c1cccnc1 | -8 | i
56 | COCCNC(=O)C1COc2ccc(NC(=O)CC(C)C)cc2C1 (centres undefined) | 0 | -10
57 | O=C(CSc1nnc(CNC(=O)c2c(F)cccc2Cl)o1)Nc1ccc(F)cc1 | 1 | -6
58 | COc1ccccc1CNC(=O)c1cccc(I)c1 | -4 | -16
59 | O=S(=O)(NCCC1=CCCCC1)c1ccc(Cl)cc1 | -8 | -29
60 | COc1ccc(/C=C2\SC(=N)N(c3ccc(OC)cc3)C2=O)cc1 | -1 | 7

New compounds follow:
No. | SMILES | Pf apPOL block | mHTT-CaM PPI inh
61 | O=C(C=Cc1ccc2c(c1)OCCO2)c1cccc(O)c1 | -2 | -3
62 | Nc1nc(-c2c(F)cccc2Cl)cs1 | -4 | x
63 | COc1cc(C(=O)NC(c2ccccc2)c2ccccc2)cc(OC)c1OC | 3 | 27
64 | CCOc1ccccc1N(C)S(=O)(=O)c1ccc2[nH]cc(C(=O)N(CC)CC)c(=O)c2c1 | -8 | 11
65 | COc1ccc(OCC(O)CN2C(=O)NC(C)(C)C2=O)cc1 (centres undefined) | 3 | 2
66 | Cc1ccc(CNC(=O)C2(C)CCCN(C(=O)c3ccc(Br)cc3)C2)cc1 (centres undefined) | 5 | 12
67 | Cc1cc(C)nc(SCc2ccccc2F)n1 | -8 | -34
68 | COc1ccc(C(=O)N2CCCC(c3nc(CCNC(=O)C4CC4)cs3)C2)cn1 (centres undefined) | -3 | -2
69 | COc1ccc(C2=N/C(=C\c3cccs3)C(=O)O2)c(Cl)c1 | 0 | 3
70 | COCCNC(=O)Nc1nnc(SCC(=O)N2CCC(Cc3ccccc3)CC2)s1 | -10 | 14
71 | Cc1ccnc(Nc2nc(-c3c(C)nc4sccn34)cs2)c1 | 2 | 43
72 | COc1cc(OC)c(OC)cc1CN1CCc2nc(Nc3ccccc3)ncc2C1 | -2 | 24
73 | Cc1ccc(OCC(=O)Nc2ccc(N3CCCC3)cc2)cc1C | 4 | 99*
74 | Nc1nonc1-n1nnc(C(=O)N2CCCC2)c1-c1ccccc1 | -1 | 6
75 | COc1cc([N+](=O)[O-])ccc1-c1ccc(C(=O)Nc2ccc(NC(C)=O)cc2)o1 | 1 | 18
76 | Fc1ccc(-c2noc(Cc3nnc(-c4cccc(F)c4)o3)n2)cc1 | -3 | -10
77 | O=C(CCc1ccccc1)NC(c1ccccc1)c1ccccc1 | -2 | -11
78 | CCN1C(=O)CCc2cc(NC(=O)c3cncc(Br)c3)ccc21 | -5 | 0
79 | NC(Cn1ccc(=O)c(O)c1)C(=O)O (centres undefined) | -2 | x
80 | COc1nccnc1NC1CCN(C(=O)c2ccc3nc[nH]c3c2)CC1 | -7 | 6
81 | CC(C)c1[nH]nc2c1C1(CCN(Cc3ccccc3)CC1)C(C#N)=C(N)O2 | -6 | -1
82 | Cc1cc(O)c(C=Nc2cccc(C(=O)O)c2)c(C)c1Cl | -3 | 5
83 | O=[N+]([O-])c1ccc2c(c1)C=C1CCCCC1(NCc1ccccc1)O2 (centres undefined) | -5 | 9
84 | S=C1NC2=C(CCc3ccccc32)C(c2ccccc2Cl)N1 (centres undefined) | x | 21
85 | C=CCN(C(=O)C1CN(C2CCOCC2)CC12CCOCC2)c1ccccc1 (centres undefined) | 2 | 1
86 | CCC(Sc1ccccc1)C(=O)Nc1nnc(-c2ccc(OC)cc2OC)s1 (centres undefined) | -2 | -5
87 | CC(C)NC(=O)Cn1cccc1-c1nc(-c2ccccc2)cs1 | -1 | -3
88 | COc1cccc(CNC(=O)CN2C(=O)C3CCCN3C(=O)c3cccc(C)c32)c1 (centres undefined) | -5 | -8
89 | Cc1cc(OCC(=O)Nc2cccc(Cl)c2)nc(N2CCC(C)CC2)n1 | 0 | -14
90 | CC(C)c1cc(N2CCN(CCc3ccccc3)CC2)n2c(nc3ccccc32)c1C#N | -66 | -1
91 | O=C(NCc1ccccc1Cl)C1(c2ccc(F)cc2)CC1 | -6 | -26
92 | COc1ccccc1CNC(=O)c1ccc(C(C)(C)C)cc1 | -1 | -4
93 | O=C(c1ccc(F)c(F)c1)N1CCCC1 | -2 | 3
94 | CCOc1ccc(C=Nc2cccc([N+](=O)[O-])c2)c(O)c1 | 1 | -2
95 | COc1ccccc1NC(=O)c1cc(C(=O)Nc2ccccc2OC)n(C)n1 | -28 | 6
96 | CN(C)C(=O)c1cc2c(s1)CCC(C(=O)NCC1CCCCC1)C2 (centres undefined) | -1 | -4
97 | CN1CCN(CCCN2C(=O)CSC2c2ccccc2)CC1 (centres undefined) | -2 | -1
98 | O=C(c1ccccc1Cl)N(Cc1cc(-c2ccc(F)cc2)on1)C1CC1 | -4 | 33
99 | Cc1cn(S(=O)(=O)c2csc(Cl)c2Br)nc1-c1cccs1 | -5 | x
100 | O=C(CC1COc2ccccc2NC1=O)NCCCc1ccccc1 (centres undefined) | 8 | 5
101 | CCC1(CC)Cc2ccccc2-c2nc(NCCCO)n(Cc3ccccc3)c(=O)c21 | -4 | 27
102 | CCOc1ccc(CNC(=O)c2cccc(C3CCCN(C(=O)NC)C3)c2)cc1 (centres undefined) | -4 | 34
103 | COc1ccc(-c2coc3c2c(C)cc2oc(=O)c4c(c23)CCC4)cc1 | 86* | 4
104 | COCC(=O)N1CCC2(CC1)SCC(=O)N2c1ccc(OC)cc1 | -3 | 1
105 | Cn1nc(-c2nc(Cc3ccccc3)no2)c2c1CCN(C(=O)Cc1ccccc1Cl)C2 | -5 | -4
106 | Cc1ccc2c3c(ccc2n1)NC1=C(C(=O)CCC1)C3c1cccnc1 (centres undefined) | 0 | -2
107 | COc1ccc(N2C(=O)C3C(C2=O)C2(C)c4ccccc4C3(C)c3ccccc32)cc1 (centres undefined) | -4 | 13
108 | COc1ccc(C2SCCN2C(=O)c2ccc([N+](=O)[O-])cc2)cc1 (centres undefined) | 3 | 9
109 | COc1ccc(Cl)cc1C(=O)Nc1nnc(CCC(=O)c2ccccc2)s1 | -7 | 1
110 | Cc1ccc(OCCCCN2CCCC2)cc1C | -1 | -4
111 | CC(C)Oc1ccc(C(=O)NCC2COC3(CCCCC3)O2)cc1 (centres undefined) | -9 | -7
112 | COc1cc(CN(C(=O)c2cccc([N+](=O)[O-])c2)c2cccc(F)c2)cc(OC)c1OC | -15 | x
113 | COc1ccc(/C=C/c2nc3ccccc3[nH]2)cc1 | 4 | -5
114 | Cn1c(=O)c2c(NCc3ccccc3)cc(=O)n(C)c2n(C)c1=O | 48 | x
115 | CCNc1nc(SCCOc2ccc(Br)cc2)nc(N(C)C)n1 | -10 | 1

Structural class: the entries above with two or more sulfur atoms.
No. | SMILES | Pf apPOL block | mHTT-CaM PPI inh
4 | C=CCSc1nnc(Cn2c(=O)sc3ccccc32)n1-c1ccccc1 | -4 | 4
28 | CCOC(=O)c1c(NC(=O)Cc2ccc(Cl)s2)sc2c1CCN(C(C)=O)C2 | -8 | 9
31 | O=[N+]([O-])C(=C1SCCS1)C(=C(Cl)Cl)N1CCCC1 | -5 | 62*
34 | O=C(Nc1cccc2nsnc12)c1cccs1 | 10 | -29
36 | CCC(=O)N1CCc2sc(S(=O)(=O)Nc3cc(Cl)ccc3F)cc2C1 | -6 | 9
37 | CC(C)(C)c1ccc(-c2nc(CSc3ccc(Cl)cc3)no2)s1 | 0 | x
42 | CCCc1nnc(NC(=O)CSc2ccc(NC(=O)c3cccs3)nn2)s1 | -2 | -6
43 | O=C(CN1C(=O)CSc2ccc(S(=O)(=O)N3CCCC3)cc21)NCc1cccnc1 | -18 | 5
70 | COCCNC(=O)Nc1nnc(SCC(=O)N2CCC(Cc3ccccc3)CC2)s1 | -10 | 14
71 | Cc1ccnc(Nc2nc(-c3c(C)nc4sccn34)cs2)c1 | 2 | 43
86 | CCC(Sc1ccccc1)C(=O)Nc1nnc(-c2ccc(OC)cc2OC)s1 (centres undefined) | -2 | -5
99 | Cc1cn(S(=O)(=O)c2csc(Cl)c2Br)nc1-c1cccs1 | -5 | x
